S100A4 MyoIIA: inhibitors of S100A4-myosin IIA peptide binding, primary screen, biochemical, fluorescence polarization, TAMRA-MyoIIA peptide; inhibition, % at 10.7 µM; hit rate 0.14% among 360,000; AID 652163, 2013;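 active = mean inhibition of at least 70% across replicates, with every replicate also reaching that level; inconclusive = mean inhibition reaches 70% but some replicates fall short; inactive = mean inhibition below 70%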
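assay system = human S100A4 monomer with TAMRA-labelled myosin IIA peptide | also added = labelled myosin peptide probe, 5 nM | incubation = 5 min between mix addition and reading | control set = DMSO and TFP controls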
E-selectin induc: E-selectin induction in HUVECs, primary screen, imaging, HUVEC, immunofluorescence imaging, single point. P16581. normalized: neutral wells 0, TNF-alpha wells 100. activation, % at 7.58 µM. hit rate 0.37% among 260,000. AID 686992, 2013;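 active = mean E-selectin-positive cell signal at least 10% of the positive control, reached in at least 60% of replicates, without over 20% cell loss; inconclusive = no rule given, readout overlaps actives, possibly toxicity-flagged; inactive = the rest, including those meeting only one limit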;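 also: in these data hits start at about 27%; measured in HUVEC primary endothelial cells; signal is the percent of cells scored E-selectin positive by PE staining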
Target sequence (P16581 whole entry, looked up): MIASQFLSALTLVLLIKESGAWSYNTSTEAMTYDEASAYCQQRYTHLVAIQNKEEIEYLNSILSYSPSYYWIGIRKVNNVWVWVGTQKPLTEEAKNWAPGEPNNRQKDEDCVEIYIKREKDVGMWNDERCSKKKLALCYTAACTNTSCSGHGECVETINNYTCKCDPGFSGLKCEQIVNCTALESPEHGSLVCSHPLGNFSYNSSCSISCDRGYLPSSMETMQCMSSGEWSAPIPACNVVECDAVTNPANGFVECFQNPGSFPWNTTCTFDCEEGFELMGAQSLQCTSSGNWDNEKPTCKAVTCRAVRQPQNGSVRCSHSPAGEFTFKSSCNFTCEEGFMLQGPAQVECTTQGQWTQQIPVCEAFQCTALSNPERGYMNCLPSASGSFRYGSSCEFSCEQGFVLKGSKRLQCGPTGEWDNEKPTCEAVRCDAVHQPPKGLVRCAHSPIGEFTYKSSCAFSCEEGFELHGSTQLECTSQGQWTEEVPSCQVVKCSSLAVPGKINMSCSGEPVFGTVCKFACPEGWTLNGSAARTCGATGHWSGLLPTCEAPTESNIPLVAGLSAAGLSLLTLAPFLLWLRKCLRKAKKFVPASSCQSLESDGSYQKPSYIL
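Material: HUVEC primary endothelial cells; Amount: 3,000 cells per well; Dosing: single concentration; Medium: EGM-2 growth medium on 0.1% gelatin-coated wells; Read-out basis: percent E-selectin-positive cells; Signal: immunofluorescence imaging; Control set: TNF-alpha, DMSO.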
RAD52 inh: RAD52 DNA annealing inhibitors, primary screen, biochemical, FRET, single point, set 2. recombinant RAD52 DNA annealing, FRET fluorescence. inhibition, % at 18.7 µM. hit rate 0.46% among 360,000;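 active = every replicate showing at least 50% inhibition; inconclusive = mean inhibition at least 50% but not in every replicate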
Target sequence (P43351 whole entry, looked up): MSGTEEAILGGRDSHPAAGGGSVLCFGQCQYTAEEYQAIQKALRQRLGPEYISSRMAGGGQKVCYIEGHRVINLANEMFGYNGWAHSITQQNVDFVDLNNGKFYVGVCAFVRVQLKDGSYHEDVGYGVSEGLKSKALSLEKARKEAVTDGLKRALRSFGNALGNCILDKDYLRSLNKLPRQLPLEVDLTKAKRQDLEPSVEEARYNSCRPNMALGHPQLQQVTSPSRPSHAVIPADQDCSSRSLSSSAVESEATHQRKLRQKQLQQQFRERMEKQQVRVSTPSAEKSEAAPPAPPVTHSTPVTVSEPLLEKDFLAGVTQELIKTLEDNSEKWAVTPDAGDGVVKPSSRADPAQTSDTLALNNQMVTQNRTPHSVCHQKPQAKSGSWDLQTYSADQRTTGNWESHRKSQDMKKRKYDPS
RAD54 branch: inhibitors of human RAD54 branch migration, primary screen, biochemical, fluorescence, single point; DNA repair and recombination protein RAD54-like (Homo sapiens), Q92698; RAD54 Holliday junction branch migration, FAM/BHQ fluorescence; inhibition, % at 10.4 µM; hit rate 0.14% among 360,000;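 active = mean normalized replicate activity at least 40 and at least half of replicates scoring 40 or more; inconclusive = only one of the two criteria met; inactive = mean below 40 and under half of replicates reaching 40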;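 also: 0% = median of neutral control wells and 100% = median of positive control wells; inhibitors cause a drop in the FAM fluorescence signal; in these data hits start at about 50%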
esBAF inh: Bmi1 luciferase reporter increase in mESCs, primary screen, esBAF inhibitor project, mouse ES cells, Bmi1 luciferase knock-in, single point. 24 h; 100% = twice the neutral-well signal. AID 602393, 2012. reporter increase, % at 12.5 µM. hit rate 2% among 350,000; in the data active = activation above about 40%; inconclusive = no clear call, values can overlap the other calls;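 also: 0% = median of the plate's neutral control wells and 100% = double that signal; a rise in the Bmi1 reporter signal indicates esBAF inhibition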
EWS-Fli inh: EWS/Fli-driven NR0B1 reporter inhibitors, primary screen, A673 cells, NR0B1 luciferase, luminescence, MLPCN library; viability-normalised; inhibition, % at 12.6 µM; hit rate 0.67% among 350,000; AID 651661, 2012;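 active = mean inhibition of at least 50% after viability correction, with every replicate also passing that limit; inconclusive = mean reaches 50% but only one of two replicates passes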;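 also: firefly luciferase signal divided by Alamar Blue viability fluorescence both relative to DMSO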
XiGFP reactiv: activators of inactive X chromosome reactivation, primary screen, imaging, XiGFP fibroblasts, GFP high-content imaging, set 2; XiGFP mouse fibroblasts, % GFP-positive cells imaging, 3 d; cells co-treated with 5-aza-dC sensitizer; scaled so ellipticine positive control = 100%; activation, % at 7.58 µM; hit rate 0.055% among 360,000; AID 743238, 2013;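 active = mean normalized replicate activation at least 10% and every replicate at or above 10%; inconclusive = only one of the two criteria met; inactive = mean below 10% and not all replicates reach 10%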;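 also: 0% = median of on-plate neutral control wells and 100% = ellipticine 6 µM median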
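Schedule: 3 d treatment, 15 min room-temperature fixation; system: 68-5-11 XiGFP fibroblast line; buffer or medium: DMEM plus 5-aza-dC sensitizer; control set: ellipticine 6 µM positive control; compound: one concentration, pinned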
FN deposition inh: inhibitors of fibronectin matrix deposition, primary screen, AH1F cells, Alexa488-fibronectin fluorescence, plate reader | inhibition, % at 12.6 µM | AH1F fibroblasts, overnight | AID 743247, 2014 | hit rate 0.086% among 350,000;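 active = mean inhibition across replicates of 30% or more, regardless of how many single replicates reach that level; inconclusive = mean under 30% yet at least half of replicates reach 30%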;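 also: positive control wells lacked labelled fibronectin entirely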
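Assay system: AH1F fibroblasts / Quantity: 10000 cells per well / Medium: DMEM plus 2% serum, read in PBS / Reagent: labelled fibronectin 24 nM / Dosing: single dose, pinned / Times: 1 h cell attachment, overnight exposure to compound and label / Signal: fluorescence, ex 485 nm, em 525 nm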
Starred values were filed as active, the others as inactive; u = inconclusive; x = no result given.

1: COc1ccccc1CC(=O)Nc1ccc2c(c1)OC1(CCCC1)O2
2: COc1cc2c(c(O)c1OC)C1Cc3ccc(OC)c(OC)c3CN1CC2 (configuration not stated)
3: CCCC(=O)Nc1ccc2c(c1)C(=O)N(C)C[C@H](OC)[C@H](C)CN(Cc1ccc(-c3ccccn3)cc1)[C@@H](C)CO2
4: CC(C)c1ccc(NC(=O)CNCC(c2ccccc2)N(C)C)cc1 (configuration not stated)
5: Cc1noc(/C=C/c2nn(C)cc2Cl)c1[N+](=O)[O-]
6: COc1cc(/C=C/c2ccc(/C=C/c3cc(OC)c(OC)c(OC)c3)cc2)cc(OC)c1OC
7: COc1ccc(CNC(=O)COC(=O)c2[nH]c(C)c(C(C)=O)c2C)cc1OC
8: CCCN(CCC)C(=O)Cn1c(=O)c2sccc2n2c(=S)sc(-c3ccccc3)c12

assay / compound,1,2,3,4,5,6,7,8
S100A4 MyoIIA,-3.3,5.0,-7.2,1.2,-10.2,21.3,-22.6,1.4
E-selectin induc,0.4,x,-0.1,x,-0.3,-0.4,-1.3,0.0
RAD52 inh,-15.1,6.6,-4.2,-14.5,-7.7,-21.2,-8.7,-250.9
RAD54 branch,-0.8,15.3,-6.0,11.0,4.2,x,-16.9,-2.5
esBAF inh,51.8*,10.1,3.4,-3.4,-0.4,x,0.6,-1.2
EWS-Fli inh,-77.3,-0.1,2.9,8.2,29.2,3.9,-4.3,7.0
XiGFP reactiv,-0.1,x,0.3,0.3,0.0,-0.1,0.0,0.1
FN deposition inh,7.2,x,10.6,-8.1,-3.4,3.2,7.1,-1.4

Ordered by the number under esBAF inh (high to low): some entries from above.
| No. | Structure | S100A4 MyoIIA | RAD52 inh | esBAF inh |
| --- | --- | --- | --- | --- |
| 1 | COc1ccccc1CC(=O)Nc1ccc2c(c1)OC1(CCCC1)O2 | -3.3 | -15.1 | 51.8* |
| 2 | COc1cc2c(c(O)c1OC)C1Cc3ccc(OC)c(OC)c3CN1CC2 (configuration not stated) | 5.0 | 6.6 | 10.1 |
| 3 | CCCC(=O)Nc1ccc2c(c1)C(=O)N(C)C[C@H](OC)[C@H](C)CN(Cc1ccc(-c3ccccn3)cc1)[C@@H](C)CO2 | -7.2 | -4.2 | 3.4 |
| 5 | Cc1noc(/C=C/c2nn(C)cc2Cl)c1[N+](=O)[O-] | -10.2 | -7.7 | -0.4 |
| 8 | CCCN(CCC)C(=O)Cn1c(=O)c2sccc2n2c(=S)sc(-c3ccccc3)c12 | 1.4 | -250.9 | -1.2 |
| 4 | CC(C)c1ccc(NC(=O)CNCC(c2ccccc2)N(C)C)cc1 (configuration not stated) | 1.2 | -14.5 | -3.4 |

(list continues)
9: CC(=O)c1ccc(N2CCN(Cc3nc4ccccc4[nH]3)CC2)cc1
10: CCNC(=O)O/N=C1\CCCCC1c1ccc([N+](=O)[O-])cc1[N+](=O)[O-] (configuration not stated)
11: CCC1=C(c2cc(OC)c(OC)c(OC)c2)C2(CCCC2)C(=O)O1
12: CCc1nn(C(C)C(=O)NCCc2ccccc2)c(=O)c2cc3occc3n12 (configuration not stated)
13: COc1ccc(-c2nnc3n2CCCCC3)cc1
14: COc1ccc(Cl)cc1NS(=O)(=O)c1c(C)[nH]c(C)c1C(=O)N1CCCCC1
15: CCCN(CC1CC1)S(=O)(=O)c1ccc(S(N)(=O)=O)cc1
16: CC(C)c1cn(CC[C@H]2CC[C@@H](NC(=O)C3CCCC3)[C@@H](CO)O2)nn1

assay / compound,9,10,11,12,13,14,15,16
S100A4 MyoIIA,1.3,-4.3,-7.1,8.7,-1.5,4.5,-3.5,-3.6
E-selectin induc,-0.1,0.3,-0.2,x,31.2*,x,x,-0.3
RAD52 inh,-6.6,-2.9,-6.5,-15.1,-9.0,-0.2,-5.0,5.1
RAD54 branch,-2.5,-10.6,-2.7,2.0,10.3,-8.0,-3.6,9.4
esBAF inh,0.5,4.7,1.3,-1.0,-0.4,-6.2,-1.0,-0.9
EWS-Fli inh,-3.4,6.8,5.6,0.7,-6.8,x,0.8,3.3
XiGFP reactiv,0.0,0.1,0.1,0.1,0.1,0.1,0.6,-0.1
FN deposition inh,-10.7,-1.6,-12.4,18.1,12.5,-10.1,3.2,4.9

Profiles as entered above.
COc1ccc(Cl)cc1NS(=O)(=O)c1c(C)[nH]c(C)c1C(=O)N1CCCCC1 as listed: S100A4 MyoIIA = 4.5; E-selectin induc = x; RAD52 inh = -0.2; RAD54 branch = -8.0; esBAF inh = -6.2; EWS-Fli inh = x; XiGFP reactiv = 0.1; FN deposition inh = -10.1
COc1ccc(-c2nnc3n2CCCCC3)cc1 as listed: S100A4 MyoIIA = -1.5; E-selectin induc = 31.2*; RAD52 inh = -9.0; RAD54 branch = 10.3; esBAF inh = -0.4; EWS-Fli inh = -6.8; XiGFP reactiv = 0.1; FN deposition inh = 12.5

Additional entries
17: O=C(Cn1cnc2c(nnn2-c2ccccc2)c1=O)N1CCC(Cc2ccccc2)CC1
18: COc1ccc(Cc2nc3ccc(C(=O)NCCn4cccn4)cc3o2)cc1
19: CCCCN(C(=O)c1cccc(N2C(=O)c3ccccc3C2=O)c1)c1c(N)n(CCCC)c(=O)[nH]c1=O
20: CC(NC(=O)COC(=O)CN1C(=O)c2ccccc2C1=O)c1ccccc1 (configuration not stated)
21: CC(C)NC(=O)N(C)C[C@H]1OCCCC[C@@H](C)Oc2ccc(NC(=O)c3ccccc3)cc2C(=O)N([C@H](C)CO)C[C@H]1C
22: Cc1c(Cl)cccc1NC(=O)N1CCCN(c2nc(-c3ccccc3)ns2)CC1
23: C[C@@H]1CCCCO[C@@H](CN(C)S(=O)(=O)c2ccc(Cl)cc2)[C@H](C)CN([C@H](C)CO)C(=O)c2cc(NS(C)(=O)=O)ccc2O1
24: CC(C)NC(=O)N(C)C[C@@H]1Oc2c(NC(=O)CCCCCC(=O)Nc3ccccc3N)cccc2C(=O)N([C@@H](C)CO)C[C@H]1C

assay / compound,17,18,19,20,21,22,23,24
S100A4 MyoIIA,-2.6,3.2,-14.6,16.0,2.5,-1.5,-27.8,-3.5
E-selectin induc,0.6,0.0,-1.7,x,0.0,-0.1,0.1,-14.4
RAD52 inh,0.5,-4.2,-2.4,-4.2,-4.7,-17.4,-33.9,2.0
RAD54 branch,1.0,1.9,-6.2,-5.1,7.7,-8.1,0.3,x
esBAF inh,-8.6,-5.1,-0.2,1.8,x,1.3,2.6,x
EWS-Fli inh,-0.8,6.6,-2.8,1.6,x,22.5,0.7,34.2
XiGFP reactiv,-0.1,0.0,0.1,0.0,-0.5,0.9,-0.5,-0.1
FN deposition inh,-0.7,x,-7.5,3.8,x,10.0,x,x

25: O=C1CC(C(=O)N(c2ccc(F)cc2)C(C(=O)NC2CCCC2)c2ccccn2)CS1 (configuration not stated)
26: O=C(C=CC(=O)Nc1ccc(F)cc1F)Nc1ccc(F)cc1F
27: Cc1cc(C)c2c(CC(=O)NN(C)C)coc2c1
28: O=C(N/N=C/c1ccc(O)cc1)NC12CC3CC(CC(C3)C1)C2
29: CCOC(=O)c1c(NC(=O)CSc2ccccc2C(=O)O)sc(C)c1C
30: Nc1nc(CSc2nnnn2-c2ccccc2)nc(Nc2ccccc2)n1
31: CNC[C@H]1OCCCC[C@H](C)Oc2ccc(NS(=O)(=O)c3ccc(C)cc3)cc2C(=O)N([C@H](C)CO)C[C@H]1C
32: CCCCCCn1c(=O)n2n(c1=O)C[C@]1(OC(=O)Nc3cccs3)CN(S(=O)(=O)c3ccc(C)cc3)C[C@]1(O)C2

assay / compound,25,26,27,28,29,30,31,32
S100A4 MyoIIA,8.4,-1.3,6.5,2.0,4.5,-2.5,u,-3.2
E-selectin induc,x,-0.1,x,-0.1,-4.0,-0.8,-0.1,x
RAD52 inh,-7.8,-1.6,-8.4,-16.3,-9.4,-129.4,-111.4,-11.0
RAD54 branch,x,x,-0.6,5.5,1.3,-3.4,-3.7,-2.0
esBAF inh,6.1,x,2.7,5.7,x,-2.7,0.9,12.8
EWS-Fli inh,6.5,6.2,1.2,6.9,-1.5,11.7,9.1,14.7
XiGFP reactiv,x,0.2,0.0,0.0,0.0,-0.1,0.0,-0.1
FN deposition inh,x,-3.9,4.3,-3.7,-1.1,x,-1.0,4.4

33: C[C@@H]1CCCCO[C@@H](CN(C)C(=O)C2CCCCC2)[C@H](C)CN([C@@H](C)CO)C(=O)c2cc(NC(=O)Nc3cccc4ccccc34)ccc2O1
34: NC(=O)[C@@H]1CCCNc2c(I)cc([N+](=O)[O-])cc2C(=O)N[C@@H](CO)C(=O)N[C@@H](Cc2ccc(O)cc2)C(=O)N1
35: Cc1cc(C(c2cc(C)c(N)c(C)c2)c2ccco2)cc(C)c1N
36: c1ccc(-c2cn(C[C@H]3CC[C@H](Cn4cc(-c5ccccn5)nn4)O3)nn2)nc1
37: CO[C@@H]1CN(C)C(=O)c2ccc(NC(=O)c3ccccc3)cc2OC[C@@H](C)NC[C@H]1C
38: Cc1ccc(OCCSc2nc(N)cc(N)n2)cc1
39: Cc1nn(C(C)C(=O)NCCCN2CCCCCC2)c(=O)c2c1sc1ccccc12 (configuration not stated)
40: O=C(CC1CC1)N1CC(=O)N2[C@@H](CO)[C@H](c3ccc(-c4cccnc4)cc3)[C@@H]2C1
41: COCCNC(=O)c1onc(CSc2ccncc2)c1C(=O)NCCOC
42: CCC1CCCCN1S(=O)(=O)c1ccc(C(=O)N(CCCN(C)C)c2nc3cc4c(cc3s2)OCO4)cc1 (configuration not stated)

assay / compound,33,34,35,36,37,38,39,40,41,42
S100A4 MyoIIA,-14.8,-2.7,2.5,50.9,17.6,-2.3,-1.8,26.5,-6.7,1.8
E-selectin induc,0.0,-0.1,x,0.6,-0.1,x,x,0.6,0.5,-0.1
RAD52 inh,-3.1,-12.7,-13.9,22.2,1.8,-6.2,22.3,-18.7,7.6,-10.2
RAD54 branch,-4.3,0.5,1.5,-22.0,-6.2,x,-17.3,x,6.0,27.9
esBAF inh,7.3,1.3,x,-2.7,1.8,x,3.9,x,4.8,0.8
EWS-Fli inh,6.9,-13.7,8.2,-13.5,-6.1,-102.3,2.4,-3.4,-4.4,2.9
XiGFP reactiv,0.3,0.0,0.0,0.0,0.1,0.1,0.2,0.4,0.0,0.0
FN deposition inh,x,10.5,6.7,13.8,8.8,-1.1,-1.4,x,2.4,0.5

Screens as filed in PubChem BioAssay.
